cardiac RTF act: cardiac RTF calcium sensitivity activators, primary screen, biochemical, IANBD-TnC fluorescence, EC20 calcium | IANBD-labeled TnC RTF fluorescence at EC20 calcium; 0% EC20 calcium, 100% full calcium | Troponin I, cardiac muscle (Homo sapiens) + Troponin T, cardiac muscle (Homo sapiens) + … | hit rate 0.24% among 340,000 | activation, % at 7.2 µM;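 active = activation above the mean over all tested compounds plus 3 SD, cut at about 30% in these data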;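 also: rise in fluorescence read as greater calcium sensitivity of cardiac thin filaments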
V-ATPase pHluor: regulators of yeast V-ATPase proton pumping, primary screen, pHLuorin cytosolic pH fluorescence. response, % at 10 µM. S. cerevisiae. hit rate 0.37% among 350,000; in the data active = response mostly above about 7.3%, no sharp cut-off; inactive = mostly below about 5.4%; also: actives read high; inactives centre near 0; some compounds called inactive have numbers as strong as hits; reference of the scale not given here
Keap1 Nrf2 FP: Keap1-Nrf2 protein-protein interaction inhibitors, primary screen, biochemical, fluorescence polarization, single point; inhibition, % at 9.4 µM; Keap1 Kelch-Nrf2 peptide fluorescence polarization, 1536-well; hit rate 0.15% among 340,000; in the data active = inhibition above about 12%;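 also: human Keap1 Kelch domain with fluorescein labeled Nrf2 9mer peptide probe; 0% = neutral control wells and 100% = peptide positive control; higher means more block of Keap1 binding to Nrf2 peptide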
Target sequence (Q14145 whole entry, looked up, the tested form may be a part): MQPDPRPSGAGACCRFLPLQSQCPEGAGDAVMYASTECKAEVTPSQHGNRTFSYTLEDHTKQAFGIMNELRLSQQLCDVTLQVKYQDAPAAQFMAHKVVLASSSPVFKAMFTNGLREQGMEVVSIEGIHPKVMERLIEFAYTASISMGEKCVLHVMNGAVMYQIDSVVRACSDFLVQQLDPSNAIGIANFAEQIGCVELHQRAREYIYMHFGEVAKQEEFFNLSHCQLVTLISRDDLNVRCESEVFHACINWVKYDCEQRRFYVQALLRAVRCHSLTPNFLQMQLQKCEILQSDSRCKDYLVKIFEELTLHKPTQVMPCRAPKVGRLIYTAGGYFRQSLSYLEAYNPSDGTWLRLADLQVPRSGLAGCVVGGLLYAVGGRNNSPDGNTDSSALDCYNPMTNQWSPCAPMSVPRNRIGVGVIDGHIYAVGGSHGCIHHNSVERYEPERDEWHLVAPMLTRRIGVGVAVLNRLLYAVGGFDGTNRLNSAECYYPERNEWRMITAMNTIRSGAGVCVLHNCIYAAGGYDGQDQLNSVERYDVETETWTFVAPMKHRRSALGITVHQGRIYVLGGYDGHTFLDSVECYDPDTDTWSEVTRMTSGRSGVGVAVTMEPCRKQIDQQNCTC
HTR5A inv ctr: HTR5A inverse agonists in luminescence cell assay, primary screen, counter-screen for OPRM1-OPRD1 heterodimer inverse agonist project, full-deck HTS | HTR5A cell line, inverse agonism | inhibition, % at 9.3 µM | hit rate 0.083% among 340,000; in the data active = inhibition mostly above about 23%, no sharp cut-off; inactive = mostly below about 18%;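 also: 0% = cells with DMSO and 100% = no-cell wells with DMSO; some compounds called inactive have numbers as strong as hits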
Target sequence (P47898 whole entry, looked up): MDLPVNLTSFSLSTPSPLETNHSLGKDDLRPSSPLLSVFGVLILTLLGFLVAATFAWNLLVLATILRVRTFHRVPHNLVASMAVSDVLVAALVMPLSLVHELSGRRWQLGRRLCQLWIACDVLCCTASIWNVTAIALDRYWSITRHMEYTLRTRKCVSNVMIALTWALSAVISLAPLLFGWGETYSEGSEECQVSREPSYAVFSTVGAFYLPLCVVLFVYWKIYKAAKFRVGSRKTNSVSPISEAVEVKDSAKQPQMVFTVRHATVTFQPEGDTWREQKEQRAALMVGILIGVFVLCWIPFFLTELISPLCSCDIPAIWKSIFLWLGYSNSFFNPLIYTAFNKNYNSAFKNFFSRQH
RTF Ca sens inh: cardiac RTF calcium sensitivity inhibitors, primary screen, biochemical, IANBD-TnC fluorescence, EC70 calcium; IANBD-labeled cardiac RTF, Ca2+ fluorescence; inhibition, % at 7.15 µM; hit rate 0.12% among 340,000; AID 493244, 2011;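 active = inhibition above the mean inhibition of all tested compounds plus 3 SD, cut at about 17% in these data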;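 also: assay run at fixed EC70 calcium of 1.6 mM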
CAL-PDZ inh HTS: untagged CAL PDZ binding inhibitors, primary screen, biochemical, fluorescence polarization, HTS; purified CAL PDZ, TMR-peptide fluorescence polarization, 1 h; hit rate 0.92% among 300,000; inhibition, % at 24.9 µM; Golgi-associated PDZ and coiled-coil motif-containing protein (Homo sapiens), Q9HD26; AID 602252, 2012;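 active = mean inhibition of at least 30% with at least half of replicates also reaching 30%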;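 also: 0% = DMSO neutral control and 100% = excess unlabeled competitor peptide PRC23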
OPRM1-OPRD1 ag: agonists of OPRM1-OPRD1 heterodimerization, primary screen, cell-based, luminescence. Mu-type opioid receptor (Homo sapiens) + Delta-type opioid receptor (Homo sapiens), …. cells. activation, % at 9.3 µM. hit rate 0.3% among 340,000. AID 504326, 2011; in the data active = activation above about 18%;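 also: 0% = vehicle-treated cells and 100% = reference agonist; values of inactives mirror those of a sister screen read the other way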
MOR-DOR inv ag: inverse agonists of MOR-DOR heterodimerization, primary screen, cell-based, luminescence | cell-based MOR-DOR heterodimer luminescence, inverse agonism | inhibition, % at 9.3 µM | hit rate 0.21% among 340,000 | AID 504357, 2011; in the data active = inhibition above about 22%, passing the limit was not always enough;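 also: 0% = cells with DMSO and 100% = wells without cells with DMSO; values of inactives mirror those of a sister screen read the other way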
HTR5A ag: HTR5A agonists in luminescence cell assay, primary screen, counter-screen for OPRM1-OPRD1 heterodimer agonist project, full-deck HTS; cell-based; activation, % at 9.3 µM; hit rate 0.61% among 340,000; AID 504692, 2011; in the data active = activation mostly above about 9.5%, no sharp cut-off; inactive = mostly below about 7.6%;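 also: 0% = cells with vehicle only and 100% = reference agonist; strong numbers were not always called active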
C-LANA FP: inhibitors of KSHV C-LANA binding to DNA, primary screen, biochemical, fluorescence polarization, FAM-LBS DNA, MBP-C-LANA, single point; Kaposi's sarcoma herpesvirus LANA C-terminal domain (residues 932-1162) DNA binding; inhibition, % at 9 µM; hit rate 0.078% among 340,000; AID 504423, 2011;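 active = highest replicate inhibition at or above 60% at 9 µM, even if other replicates fall short; inactive = all replicates below 60% inhibition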;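 also: 0% = neutral control wells and 100% = 4 µM acridine orange control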
* hit, by the source's call; / = not tested or not shown.

entry	Compound	cardiac RTF act	HTR5A inv ctr	C-LANA FP	MOR-DOR inv ag	OPRM1-OPRD1 ag	V-ATPase pHluor	RTF Ca sens inh	HTR5A ag	Keap1 Nrf2 FP	CAL-PDZ inh HTS
1	CCOCCCn1c(=S)[nH]c2cc(C(=O)N3CCC(C(N)=O)CC3)ccc2c1=O	-1	-23	1.5	14	-2.8	0	4	-3	2	0
2	Clc1ccc(CSc2nnc(-c3cccnc3)o2)cc1	-3	-17	0.4	9	-1.5	-1	8	-1	2	-1
3	CS(=O)(=O)N1CCC(c2noc(-c3ccc(C(F)(F)F)cc3)n2)CC1	-9	-17	0.0	-20	4.0	-10	3	7	0	13
4	COC(=O)CSc1nc(NCC(C)C)nc(N2CCOCC2)n1	0	-10	-0.1	-5	0.8	3	-4	4	0	0
5	CCOC(=O)CCc1c(C)c2ccc(OCC(=O)OC(C)C)cc2oc1=O	2	1	0.5	14	-2.8	-1	-4	-3	-1	2
6	O=C(NC1CCCc2c1cnn2-c1ccc(F)cc1F)c1ccccn1 (configuration not stated)	6	2	-0.3	8	-1.6	1	-19	-1	-2	0
7	CCc1cc2c(cc(C(=O)O)n2C)s1	-1	23	0.1	13	-2.5	3	-11	-8	-2	1
8	O=[N+]([O-])c1cccc(Nc2c3ccccc3nc3ccccc23)c1	0	-4	0.1	-1	0.1	6	5	1	-1	-6
9	COc1ccccc1N1CCN(/N=C\c2cccnc2)CC1	0	-7	-1.1	4	-0.7	2	0	1	-1	5
10	CN1C(=O)c2ccc(C(=O)NCc3ccccn3)cc2C1=O	-1	-4	-1.1	-1	0.1	1	-2	3	-3	-2
11	CN(C)C1=NC[C@H](Cc2ccccc2)N1CC1CCCC1	-5	0	0.9	19	-3.4	-1	-1	0	-4	1
12	Cc1ccc(CNC(=O)C2CCCN(c3ncnc4c3nc3n4CCCCC3)C2)cc1 (configuration not stated)	-4	8	0.0	16	-3.0	-1	-5	0	-4	0
13	CCCCC1CCC(C(=O)Nc2ccc(S(=O)(=O)Nc3nccs3)cc2)CC1 (configuration not stated)	-5	-25	-0.8	-1	0.1	-2	-3	2	2	-3
14	O=C(Nc1cccc(NC(=O)c2ccc3c(c2)OCO3)c1)c1ccccc1	1	3	-0.5	8	-1.9	-3	-1	-1	0	-4
15	COc1cc(C(=O)Nc2cc(S(=O)(=O)N3CCOCC3)ccc2N2CCN(C)CC2)cc(OC)c1OC	-6	-1	-0.8	-3	0.8	-4	10	1	-3	-2
16	Cc1c(NC(=O)CSCc2ccc(Cl)cc2Cl)cccc1C(=O)O	1	6	5.2	12	-2.5	0	-3	-2	-1	2
17	O=C(NNc1nc2c(F)cccc2s1)c1cc(=O)c2ccccc2o1	5	-1	-1.0	-9	1.6	1	-2	0	-3	/
18	CSc1nc(N2CCOCC2)c2c3c(sc2n1)CCCC3	0	5	0.6	8	-1.8	-7	-7	4	-1	-2
19	CCCC1(C)SC(NC(C)=O)=NN1C(C)=O (configuration not stated)	-18	-35	-0.2	-15	2.4	-3	-12	-1	-2	2
20	CCCNC(=O)c1ccc(-c2nc3ccccc3s2)s1	0	-23	2.2	-57	10	6	-12	8	-8	-5
21	COc1ccc(-c2nnc(SCC(=O)c3cccs3)n2-c2ccc(Cl)cc2)cc1	5	18	0.7	-11	2.2	-1	-6	-3	1	0
22	CCOC(=O)c1sc(NC(=O)c2cccc(S(=O)(=O)N3CCN(C)CC3)c2)cc1C	5	-5	0.0	12	-2.0	-10	-7	1	0	-7
23	COc1ccc(CNC(=O)C(=O)NCC2OCCN2S(=O)(=O)c2ccccc2)cc1 (configuration not stated)	-1	-28	0.4	4	-0.7	1	-7	1	0	7
24	Cc1cc(NS(=O)(=O)c2ccc(NC(NC(=O)C(C(F)(F)F)C(F)(F)F)(C(F)(F)F)C(F)(F)F)cc2)no1	9	-23	0.3	9	-2.2	0	-8	-3	0	0
25	COc1cc(/C=N/NC(=O)C(=O)/C=C2\NC(C)(C)Cc3ccccc32)ccc1O	-1	24	0.6	1	-0.3	1	-14	-5	-3	/
26	CCN1C(=O)N[C@@H](CCc2ccccc2)[C@H](C(=O)OC)[C@H]1C	-4	-6	0.5	3	-0.5	3	-8	2	0	-5
27	O=[N+]([O-])c1cccc(S(=O)(=O)Nc2ccc(-c3ccc(N4CCCC4)nn3)cc2)c1	-17	15	-1.8	-20	3.0	-3	-6	-6	-3	-4
28	Cc1cccc(N2CCN(C(=O)Cn3ccc4ccccc4c3=O)CC2)c1C	-2	16	-0.1	5	-0.8	-3	-1	5	-1	-2
29	Cc1nc2scc(-c3ccccc3)c2c(=O)n1N	9	-7	1.4	21	-3.7	-4	3	3	0	-4
30	COC(=O)Cn1c(=NC(=O)c2nc3ccccc3s2)sc2cc(S(N)(=O)=O)ccc21	-2	4	0.8	21	-3.5	0	-17	-1	-2	-2
31	CC(C)NC(=O)N(C)C[C@@H]1Oc2ccc(NC(=O)CCN3CCOCC3)cc2CC(=O)N([C@@H](C)CO)C[C@@H]1C	10	-19	-0.6	16	-2.8	-1	-4	6	-17	-2
32	N#Cc1ccncc1Sc1ccc(Cl)cc1	-2	6	-1.3	6	-1.2	-2	-12	-2	-2	1
33	O=c1ccc(-c2ccc(S(=O)(=O)Nc3cccc(F)c3)o2)n[nH]1	0	6	-0.5	-10	1.9	-3	2	-1	-5	0
34	CC1CCN(C(=O)COC(=O)c2ccc3ccccc3n2)CC1	5	-6	-1.0	12	-2.9	-6	2	3	1	-5
35	COc1ccc(C(=O)NC(=S)NCc2cccnc2)cc1Br	-2	3	0.2	0	0.1	0	-8	-1	-8	-2
36	COc1ccc(CCN2CC(C(=O)N(C)C3CCOCC3)CCC2=O)cc1 (configuration not stated)	0	-5	-1.0	13	-2.4	-1	2	1	5	-1
37	CN1CCc2ccc(NC(=O)c3ccc(C(F)(F)F)cc3)cc2C1	0	-11	-2.2	-8	1.8	-2	-10	3	-4	16
38	COc1ccc(C(=O)/C=C/c2cccc(OCc3ccccc3)c2)cc1CSCC(=O)O	-6	-11	4.2	15	-2.8	2	5	-1	-12	-6
39	Cc1noc(C)c1CSc1nc2ccccc2nc1NS(=O)(=O)c1ccc(Cl)cc1	-5	5	1.0	-3	0.7	2	-2	1	-2	1
40	c1ccc2c(c1)[nH]c1ccncc12	11	9	1.4	10	-1.8	0	-3	-1	-2	-2
41	CCOCCCn1c(=S)[nH]c2ncccc2c1=O	-1	4	-0.4	9	-1.6	-1	-11	-2	1	-4
42	N#CCN1C(=O)C(=O)N(Cc2cccc(C(F)(F)F)c2)C1=O	-2	0	-1.4	4	-0.8	4	-7	0	-1	-2
43	COCCN(C(=S)Nc1ccccc1OC)C1CCN(C(C)C)CC1	-4	-28	-0.5	-6	1.3	3	-8	-1	0	7
44	Cc1cccc(NC(=O)c2cc(S(=O)(=O)N3CCCCC3)ccc2Cl)n1	2	-10	1.1	3	-0.5	0	7	-5	-1	-3
45	COc1ccc(-c2oc3cccnc3c2/C=C/c2ccc(OC)c(OC)c2)cc1	0	19	-2.8	0	-0.1	-2	-1	10	-2	-11
46	CCOC(=O)C1(CC)NC(c2ccc(OC)c(OC)c2)C2C(=O)N(c3cccc(C(C)=O)c3)C(=O)C21 (configuration not stated)	1	1	0.4	8	-1.8	1	-11	0	1	-6
47	COc1cccc(-n2c(C)nc3c(cnn3-c3ccc(C)cc3)c2=O)c1	-3	-17	-1.3	1	-0.3	3	-4	-2	2	3
48	O=C(CN1C(=O)CSC1=O)Nc1ccccc1F	6	8	-0.5	6	-0.9	-3	-3	-4	2	-7
49	COc1ccc(-n2nc(C(=O)NCC(=O)N3CCCC(C)C3)c3ccccc3c2=O)cc1Cl (configuration not stated)	-1	3	0.5	-4	0.5	2	-3	-1	-1	10
50	COc1ccc(OC)c(NC(=O)CN2C(=O)COc3ccc(C)cc32)c1	4	-10	-2.2	-5	1.0	-5	0	3	-2	0
51	O=C(N/N=C/c1ccccc1Cl)c1[nH]c2ccc(Br)cc2c1-c1ccccc1	-7	-7	1.5	9	-1.9	-2	8	1	5	-2
52	COC(=O)C1=C(C)NC(C)=C(C(=O)OC)C1c1ccc2ccccc2n1	-3	-1	0.0	6	-1.1	-2	4	-2	0	-3
53	CC(Oc1ccc(-c2ccccc2)cc1)C(=O)N1CCOCC1 (configuration not stated)	-7	-14	-1.7	0	0.0	0	-3	10	1	-3

Complete entries, quoted from the list. Order of screens: cardiac RTF act	HTR5A inv ctr	C-LANA FP	MOR-DOR inv ag	OPRM1-OPRD1 ag	V-ATPase pHluor	RTF Ca sens inh	HTR5A ag	Keap1 Nrf2 FP	CAL-PDZ inh HTS
CCOC(=O)C1(CC)NC(c2ccc(OC)c(OC)c2)C2C(=O)N(c3cccc(C(C)=O)c3)C(=O)C21 (configuration not stated) as listed: 1	1	0.4	8	-1.8	1	-11	0	1	-6
CC(Oc1ccc(-c2ccccc2)cc1)C(=O)N1CCOCC1 (configuration not stated) as listed: -7	-14	-1.7	0	0.0	0	-3	10	1	-3

As a working copy, some entries already given.
entry	Compound	cardiac RTF act	HTR5A inv ctr	C-LANA FP	MOR-DOR inv ag	OPRM1-OPRD1 ag	V-ATPase pHluor	RTF Ca sens inh	HTR5A ag	Keap1 Nrf2 FP	CAL-PDZ inh HTS
1	CCOCCCn1c(=S)[nH]c2cc(C(=O)N3CCC(C(N)=O)CC3)ccc2c1=O	-1	-23	1.5	14	-2.8	0	4	-3	2	0
2	Clc1ccc(CSc2nnc(-c3cccnc3)o2)cc1	-3	-17	0.4	9	-1.5	-1	8	-1	2	-1
3	CS(=O)(=O)N1CCC(c2noc(-c3ccc(C(F)(F)F)cc3)n2)CC1	-9	-17	0.0	-20	4.0	-10	3	7	0	13
4	COC(=O)CSc1nc(NCC(C)C)nc(N2CCOCC2)n1	0	-10	-0.1	-5	0.8	3	-4	4	0	0
5	CCOC(=O)CCc1c(C)c2ccc(OCC(=O)OC(C)C)cc2oc1=O	2	1	0.5	14	-2.8	-1	-4	-3	-1	2
6	O=C(NC1CCCc2c1cnn2-c1ccc(F)cc1F)c1ccccn1 (configuration not stated)	6	2	-0.3	8	-1.6	1	-19	-1	-2	0
7	CCc1cc2c(cc(C(=O)O)n2C)s1	-1	23	0.1	13	-2.5	3	-11	-8	-2	1
8	O=[N+]([O-])c1cccc(Nc2c3ccccc3nc3ccccc23)c1	0	-4	0.1	-1	0.1	6	5	1	-1	-6
9	COc1ccccc1N1CCN(/N=C\c2cccnc2)CC1	0	-7	-1.1	4	-0.7	2	0	1	-1	5
10	CN1C(=O)c2ccc(C(=O)NCc3ccccn3)cc2C1=O	-1	-4	-1.1	-1	0.1	1	-2	3	-3	-2

From PubChem BioAssay

Hits appear at their usual frequency, and some 2.8% of all compounds hit somewhere here.
